Bioassay records as filed in PubChem BioAssay.
Sm TGR inh = S. mansoni TGR enzyme inhibition | Q962Y6 | purified TGR, DTNB reduction, TNB absorbance 405 nm | Potency, µM (top dose mostly 114 µM), for the others: at the top dose activity change, negative = inhibition, actives largely listed as inhibitors | actives 3% (n = 360,000); also: potency is read from the fitted curve at half-maximal effect; nearly all actives have a fitted effect of over 60% in size
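Kinetic colorimetric format: TGR-catalysed, NADPH-driven DTNB reduction monitored via TNB absorbance. Enzyme dispensed at 20 nM; compound exposure 15 min at room temperature before reaction start.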
HCMV antiviral = blocks human cytomegalovirus replication; HFF cells, HCMV-luciferase reporter, 72 h; active compounds read low; activity change, negative = inhibition, % at 57.5 µM; actives 4.5% (n = 410,000); AID 1259415; in the data active = activity change below about -60%; inconclusive = no clear call, values can overlap the other calls; inactive = above about -39%
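After 16 h attachment at 37C, HFF cells received test compound and HCMV-luciferase (1 PFU/cell); reporter luminescence read 72 h later, data normalized against buffer-only and known inhibitor Salinomycin.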
LmPK inhibitor = blocks Leishmania mexicana pyruvate kinase activity. Potency, µM (top dose mostly 57.5 µM), inactives show at the highest dose activity change, negative = inhibition, usual class: inhibitors. Q27686. purified LmPK, Kinase-Glo ATP luminescence, 1 h. actives 0.37% (n = 290,000). AID 1721; also: potency is read from the fitted curve at half-maximal effect
Target sequence (Q27686 whole entry, looked up): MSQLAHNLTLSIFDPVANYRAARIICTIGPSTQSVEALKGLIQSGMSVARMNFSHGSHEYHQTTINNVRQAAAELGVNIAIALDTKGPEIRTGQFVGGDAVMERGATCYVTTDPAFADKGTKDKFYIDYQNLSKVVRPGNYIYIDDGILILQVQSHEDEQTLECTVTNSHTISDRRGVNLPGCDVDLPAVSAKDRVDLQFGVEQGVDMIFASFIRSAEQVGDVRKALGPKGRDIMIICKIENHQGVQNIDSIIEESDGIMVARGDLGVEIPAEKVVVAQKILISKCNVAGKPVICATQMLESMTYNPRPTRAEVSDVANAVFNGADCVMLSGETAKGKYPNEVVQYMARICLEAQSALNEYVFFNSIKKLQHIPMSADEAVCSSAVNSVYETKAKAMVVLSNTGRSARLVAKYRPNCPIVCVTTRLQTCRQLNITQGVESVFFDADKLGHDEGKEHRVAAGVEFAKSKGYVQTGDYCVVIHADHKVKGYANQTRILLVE
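ATP generated from ADP (0.1 mM) and PEP (0.5 mM) by 0.1 nM LmPK over 1 h at room temperature (pH 7.2 imidazole buffer) was detected by coupled luciferase luminescence. Values were normalized to uninhibited and no-enzyme wells.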
TbPYK inhibitor = T. brucei pyruvate kinase inhibition; Q57TT1; TbPYK enzyme, Kinase-Glo Plus ATP luminescence, 45 min; Potency, µM (top dose mostly 76.8 µM), for the others: at the top dose activity, negative = inhibition, usual class: inhibitors; actives 0.12% (n = 410,000); AID 624173; also: potency is read from the fitted curve at half-maximal effect; nearly all actives have a fitted effect of over 50% in size
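Enzyme and substrate buffer are dispensed first and compound is pin-transferred. ADP at 130 uM final then starts the reaction, which runs 45 min at room temperature. Detection reagent is added for 10 min before luminescence is imaged.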
AmpC no deterg = inhibitors of E. coli AmpC beta-lactamase without detergent | actives 0.52% (n = 330,000) | AmpC nitrocefin hydrolysis, absorbance 480 nm, 0.0001% Triton | Potency, µM (titrated, usually from 57.1 µM), inactives show at the top dose activity change, negative = inhibition, hits mostly inhibitors | P00811;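 also: potency is read from the fitted curve at half-maximal effect; plate controls were no compound for no effect and no enzyme for full effect; nearly all actives have a fitted effect of over 20% in size; some results filed as inactive show a strong effect at the top dose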
Target sequence (P00811 whole entry, looked up): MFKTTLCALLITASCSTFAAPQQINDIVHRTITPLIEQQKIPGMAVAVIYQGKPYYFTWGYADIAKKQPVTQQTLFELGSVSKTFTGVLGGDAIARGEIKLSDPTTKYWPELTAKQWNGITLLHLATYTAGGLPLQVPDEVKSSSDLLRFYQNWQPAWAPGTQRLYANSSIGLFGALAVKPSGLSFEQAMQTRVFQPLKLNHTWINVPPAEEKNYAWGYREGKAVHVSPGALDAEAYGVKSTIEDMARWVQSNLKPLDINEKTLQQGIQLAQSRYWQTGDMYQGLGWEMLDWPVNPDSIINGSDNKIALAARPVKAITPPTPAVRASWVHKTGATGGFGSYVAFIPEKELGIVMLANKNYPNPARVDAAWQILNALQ
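20 mM phosphate pH 7.0 + 0.01% (detergent screen) or 0.0001% Triton X-100; 5.3 nM AmpC reagent; cpd preinc 15 min RT; nitrocefin (800 uM stock) to start; A480 q20 s × 4 min; Activity was normalised to no-enzyme and no-compound control wells.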
AmpC detergent = AmpC beta-lactamase inhibition with detergent present. AmpC hydrolysis of nitrocefin, absorbance 480 nm, 0.01% Triton. actives 0.041% (n = 370,000). P00811. Potency, µM (doses to about 114 µM), for inactives: at the highest dose activity change, negative = inhibition, hits mostly inhibitors;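 also: potency is read from the fitted curve at half-maximal effect; 0% = no-compound wells and -100% = no-enzyme wells; nearly all actives have a fitted effect of over 25% in size; some results filed as inactive show a strong effect at the top dose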
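20 mM phosphate pH 7.0 + 0.01% (detergent screen) or 0.0001% Triton X-100; 5.3 nM AmpC reagent; cpd preinc 15 min RT; nitrocefin (800 uM stock) to start; A480 q20 s × 4 min; Activity was normalised to no-enzyme and no-compound control wells.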
AMA1-RON2 inh = disrupts binding of P. falciparum AMA1 to RON2; AlphaScreen AMA1-biotinylated RON2 peptide binding; actives 0.2% (n = 360,000); Potency, µM (top dose mostly 58.2 µM), for the others: at the top dose activity change, negative = inhibition, actives largely listed as inhibitors;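 also: potency is read from the fitted curve at half-maximal effect; 0% = vehicle wells and -100% = peptide control; nearly all actives have a fitted effect of over 45% in size; some results filed as inactive show a strong effect at the top dose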
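AMA1 (3D7) with his tag at 25 nM final met compounds first, then biotinylated RON2 peptide at 25 nM; detection used donor plus acceptor beads, 10 µg/mL apiece, read by AlphaScreen after 30 min at room temperature.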
* = called active by the depositor; ? = inconclusive; . = not tested or not shown; [ ] = another dose, or the depositor's remark. Unless noted, calls follow the shape of the dose curve; as a rule, active = well fitted curve in the direction sought with a large enough effect; inconclusive = small, poorly fitted or top-dose-only effect, or another doubt; inactive = no such curve, though single readings can be large; an effect the other way counts as inactive or inconclusive. Unless noted, % is scaled to controls: 0 for no effect and ±100 for the full control effect. An unsorted share of the library; 7.4% or so of the library scored in one or more.

The line under a structure holds: Sm TGR inh	AMA1-RON2 inh	TbPYK inhibitor	HCMV antiviral	AmpC no deterg	LmPK inhibitor	AmpC detergent
- COc1ccc(NC(=O)C2=CC(c3ccc(C)cc3)=NS(=O)(=O)N2C)cc1
  1%	-6%	-1%	-38	-22%	-1%	?
- COC(=O)c1ccccc1NC(=O)C1CCCN(c2ncnc3onc(C)c23)C1 (stereo not given)
  0%	.	1%	-5	.	.	18%
- CC1Cc2ccccc2N1C(=O)c1ccc(N2CCCC2)c([N+](=O)[O-])c1 (stereo not given)
  8%	?	-5%	-39	-23%	3%	-5%
- CCN1CCN(c2ccc(N3CCN(S(=O)(=O)c4ccc(C)c([N+](=O)[O-])c4)CC3)nn2)CC1
  0%	-10%	1%	-24	12%	.	-14%
- CCCCc1cc(=O)oc2cc(C)c(CN3CCCC3)c(O)c12
  -6%	-11%	-11%	1	16µM*	0%	-14%
- CCSc1nc2c([nH]c3ccccc32)c(=O)n1CC
  5%	.	-5%	26	.	.	6%
- COc1ccc(C(=O)Nc2ccc(S(=O)(=O)N(Cc3ccccc3)c3ccccc3)cc2)cc1
  -6%	.	1%	?	.	.	19%
- O=C(Nc1ccccc1Br)c1cc(S(=O)(=O)NC2CCCCC2)ccc1F
  2%	.	2%	17	.	.	4%
- O=C(CN1C(=O)NC2(CCCCC2)C1=O)Nc1ccccc1N1CCCCC1
  -5%	19%	1%	-5	0%	.	?
- CCCn1c(CN(Cc2ccccc2)Cc2ccccc2)nc2c1c(=O)n(C)c(=O)n2C
  -9%	-6%	3%	.	130%[activator]	5%	-9%
- COc1cccc(/C=N/Nc2nccnc2Cl)c1O
  -1%[57.1 µM]	-32%	?	-96*	-29%	10µM*	-1%
- COc1ccccc1NC(=O)CSc1nc2ccccc2c(=O)n1CCC(=O)NC1CCCCC1
  -2%	.	-4%	11	.	.	1%
- O=c1oc(CCCO)cc2ccc(C#Cc3cccnc3)cc12
  .	-5%	-2%	88	17%	.	.
- COc1ccc(Nc2ncccc2C(=O)Nc2ccccc2)cc1
  2%	-10%	?	-11	-18%	7%	14%
- O=C(CCS(=O)(=O)c1ccccc1)Nc1ccccc1-c1nc2ccccc2s1
  -4%	11%	1%	-20	-7%	5%	-8%
- CC(=O)Nc1ccc(C(=O)NCC2CCCCC2)cc1
  -10%	-4%	-3%	.	-13%	8%	-3%
- Cc1c(C(=O)NCc2ccccc2C(F)(F)F)sc(=O)n1Cc1ccccc1C#N
  .	-4%	0%	-62*	.	.	.
- CCc1ccc(NC(=O)c2sc3nc(-c4ccccc4)cn3c2C)cc1
  0%	.	10%	?	.	.	7%
- O=C(NCc1ccccc1)c1cc2sccc2n1Cc1ccc(Cl)cc1
  -1%	.	0%	.	.	.	14%
- Cc1noc(C)c1COC(=O)c1ccccc1Oc1ccccc1
  0%	19%	-18%	73	-6%	-3%	0%
- CC1CCCCN1C(=O)N[C@@H](Cc1ccccc1)C(=O)O (stereo not given in full)
  4%	18%	-17%	5	-14%	-3%	0%
- Cc1nn(C)c(C)c1/C=C/C(=O)c1ccc(Cl)cc1Cl
  -1%	-9%	1%	-81*	59%	4%	-13%
- O=C(N/N=C/c1ccccn1)c1cc(C2CC2)nc2ccccc12
  -3%	110%[activator]	-5%	.	-16%	-1%	2%
- O=C(CCCSCCCC(=O)NN=Cc1ccccc1)NN=Cc1ccccc1
  .	0%	1%	16	.	.	.
- S=C(Nc1cccc(Cl)c1Cl)N1CCC2(CC1)OCCO2
  -3%	-1%	2%	-5	-18%	0%	-9%
- CCOCCn1c(=O)c2c(nc3n2CCN3c2ccc(CC)cc2)n(C)c1=O
  .	1%	3%	-12	.	.	.
- O=C(NCC1c2ccccc2CCN1C(=O)CN1C(=O)c2ccccc2C1=O)C1CCCCC1 (stereo not given)
  -10%	4%	-10%	-9	0%	5%	-5%
- CN(Cc1ccc(Cl)cc1Cl)C(=O)CNC(=O)c1ccco1
  ?	-6%	0%	-3	0%	-2%	2%
- Cc1ccccc1C(=O)NC(=S)N(C)CCc1ccccn1
  -24%	31%[activator]	11%	25	-28%	-3%	-7%
- Cc1ccc(C)c(S(=O)(=O)c2cn(C)c3cc(F)c(F)cc3c2=O)c1
  0%	.	-7%	4	.	.	4%
- CCC(C)S(=O)(=O)c1oc(-c2ccc(F)cc2)nc1S(=O)(=O)c1ccc(F)cc1 (stereo not given)
  5.6µM*	.	4%	-100*	.	.	1%
- O=c1cc(CSc2ccc(Cl)cc2)nc(N2CCOCC2)[nH]1
  -36%	-1%	-18%	-6	-11%	-3%	-2%
- Cn1nc(C(C)(C)C)cc1N1C(=O)CCC1(C)C(=O)NCc1ccccc1 (stereo not given)
  .	7%	1%	-14	.	.	.
- CC(C)n1c(CCCO)nc2ccccc21
  0%	-4%	2%	7	-11%	-4%	-13%
- O=C(N/N=C/c1ccc(Cl)cc1)c1ccc2c(c1)OCO2
  -24%	0%	1%	31	-22%	-3%	-6%
- O=C(Nc1nc(-c2ccc(Cl)cc2Cl)cs1)c1ccc(OCC2CCCO2)cc1 (stereo not given)
  -3%	-4%	-1%	-63*	?	-1%	-3%
- CC(C)CN(C(=O)CSc1nnc2ccccn12)C1CCS(=O)(=O)C1 (stereo not given)
  0%	7%	10%	-9	-16%	.	8%
- Cc1ccc(CC(=O)Nc2cccc([N+](=O)[O-])c2)cc1
  8%	0%	-7%	-10	-26%	-1%	7%
- COC(=O)Cc1ccc(NC(=S)Nc2ccccn2)cc1
  ?	29%	-4%	?	-50%	8%	-3%
- Cc1ccc(C(C)C)c(OCC(=O)NNC(=O)Cn2[nH]c(=O)c3ccccc3c2=O)c1
  30%	111%[activator]	4%	17	-10%	.	1%
- Cc1ccc(C)c(OC(C)C(=O)Nc2nccs2)c1 (stereo not given)
  -3%	17%	-5%	55	-38%	-2%	3%
- COC(=O)N/N=C/c1cn(Cc2c(Cl)cccc2Cl)c2ccccc12
  5%	8%	-2%	-20	0%	1%	0%
- CCOc1ccc(OCCC(=O)Nc2ccc(F)cc2C)cc1
  -1%	0%	1%	?	18%	0%	2%
- CS(=O)(=O)n1nc(-c2ccco2)nc1NCc1ccccc1Cl
  -35%	.	-4%	15	.	.	1%
- CC(C)c1ccc(NC(=O)CSC2=Nc3ccccc3C3=NC(CCC(=O)NCc4cccs4)C(=O)N23)cc1 (stereo not given)
  0%	.	-6%	-14	.	.	-4%
- COc1ccc(OC)c(Nc2nc(=O)c3cccnc3s2)c1
  .	-10%	35µM*	.	-7%	2%	?
- COC(=O)C1=C2c3[nH]c4ccccc4c3CCN2C(=O)CC1
  .	-15%	2%	66	.	.	.
- CCOC(=O)c1[nH]c(C)c(C(=O)Nc2cc(Cl)ccc2C)c1C
  2%	-2%	-29%	-23	-45%	3%	-11%
- CCOC(=O)C(C)n1cnc2c(nnn2-c2ccc(C)cc2)c1=O (stereo not given)
  8%	0%	4%	?	-10%	0%	?
- O=C(OCc1cccc(F)c1)c1ccc2c(c1)-c1ccccc1C2=O
  -25%	11%	1%	0	-27%	4%	1%
- Cc1nnc(SCC(=O)N2CC(=O)Nc3ccccc32)n1C
  3%	0%	-4%	17	-14%	-3%	-5%
- CCc1ccc(C(C)NC(=O)c2cc(C)oc2C)cc1 (stereo not given)
  0%	-11%	-11%	26	-3%	2%	-11%
- O=C(Nc1ccc(S(=O)(=O)Nc2nccs2)cc1)c1cc(-c2ccccc2Cl)nc2ccccc12
  7%	28%	-17%	-25	-35%	4%	?
- N#C/C(=C\c1ccco1)C(=O)NCC1CCCO1 (stereo not given)
  -23%	8%	9%	67	-9%	-4%	-3%
- CCN1C(=O)C(=Cc2cccc(OC)c2Oc2ccc([N+](=O)[O-])cc2[N+](=O)[O-])SC1=S
  -21%	-1%	-8%	-6	-31%	-4%	-9%
- Cc1ccc(C(=O)Nc2ccc(-c3nc4ccccc4o3)cc2)cc1Cl
  2%	.	-1%	16	.	.	19%
- CCOC(=O)c1c(C)oc2c(CN3CCN(C)CC3)c(Br)c(OC)c(O)c12
  6%	-7%	-6%	10	26%	3%	-1%
- C/C(=N\NC(=O)c1cccc(Cl)c1)c1cccc(NC(=O)C(C)C)c1
  -16%	14%	-1%	7	-2%	-3%	-10%
- CC(=O)Oc1ccc(C(=O)NCc2ccco2)cc1
  3%	-5%	-10%	28	-6%	-1%	?
- CCOc1ccc(S(=O)(=O)NCCC(=O)NCC(c2ccc(OC)cc2)N2CCCCC2)cc1 (stereo not given)
  -3%	21%	10%	2	22%	.	?

Continuation:
The line under a structure holds: Sm TGR inh	AMA1-RON2 inh	TbPYK inhibitor	HCMV antiviral	AmpC no deterg	LmPK inhibitor	AmpC detergent
- Oc1c(Br)cc(Br)cc1/C=N/NC(=S)N[C@H]1CC2C=CC1C2 (stereo not given in full)
  -2%	-17%	2%	?	-54%	8%	-5%
- CCOc1cc2c3c(c1)C1(Nc4ccccc4S1)C(=O)N3C(C)(C)CC2C (stereo not given)
  -8%	?	1%	35	-25%	11%	-5%
- Fc1cnc(Cl)nc1NC1CCCCC1
  5%	9%	-6%	3	-11%	4%	-1%
- CCOc1cc(/C=C2\C(=N)N3N=C(C)SC3=NC2=O)ccc1OCCOc1cccc(OC)c1
  3%	36%[activator]	2%	-27	-33%	0%	-12%
- COC(=O)c1ccc(C(=O)OC)c(NC(=O)CCC(=O)O)c1
  40%[activator]	-3%	-1%	-35	-15%	-2%	-15%

Profiles, looked up by structure. Screens in order: Sm TGR inh | AMA1-RON2 inh | TbPYK inhibitor | HCMV antiviral | AmpC no deterg | LmPK inhibitor | AmpC detergent
CCOc1ccc(S(=O)(=O)NCCC(=O)NCC(c2ccc(OC)cc2)N2CCCCC2)cc1 (stereo not given) is entered as -3% | 21% | 10% | 2 | 22% | . | ?
O=C(NCc1ccccc1)c1cc2sccc2n1Cc1ccc(Cl)cc1 is entered as -1% | . | 0% | . | . | . | 14%
CC1Cc2ccccc2N1C(=O)c1ccc(N2CCCC2)c([N+](=O)[O-])c1 (stereo not given) is entered as 8% | ? | -5% | -39 | -23% | 3% | -5%
O=C(CCCSCCCC(=O)NN=Cc1ccccc1)NN=Cc1ccccc1 is entered as . | 0% | 1% | 16 | . | . | .
COc1ccc(OC)c(Nc2nc(=O)c3cccnc3s2)c1 is entered as . | -10% | 35µM* | . | -7% | 2% | ?
